SENP8 block: inhibitors of human SENP8 protease. Q96LD8. recombinant SENP8, Nedd8 substrate fluorescence. inhibition, % at 20 µM. 360,000 tested, 0.64% active. AID 602440; in the data active = inhibition mostly above about 40%, no sharp cut-off; inactive = mostly below about 27%
Target sequence (Q96LD8 whole entry, looked up): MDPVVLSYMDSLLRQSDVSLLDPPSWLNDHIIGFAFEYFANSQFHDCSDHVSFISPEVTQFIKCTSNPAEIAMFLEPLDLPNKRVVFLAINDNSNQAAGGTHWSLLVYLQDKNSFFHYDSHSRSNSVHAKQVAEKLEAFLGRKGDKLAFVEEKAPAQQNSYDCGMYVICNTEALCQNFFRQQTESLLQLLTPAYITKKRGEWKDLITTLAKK
SENP1 inh: inhibitors of human SENP1 SUMO protease catalytic domain; Q9P0U3; AID 624204; 360,000 tested, 0.21% active; inhibition, % at 10 µM; recombinant SENP1 catalytic domain, CyPet-SUMO1-YPet FRET cleavage;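 active = inhibition at least 30% at 10 µM, raw YFP signal under a set limit, fluorescence ratio 0.5 to 1.5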;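 also: 0% = enzyme with DMSO and 100% = no enzyme wells; some results filed as inactive read as strong as hits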
Target sequence (Q9P0U3 419-644 limits assumed): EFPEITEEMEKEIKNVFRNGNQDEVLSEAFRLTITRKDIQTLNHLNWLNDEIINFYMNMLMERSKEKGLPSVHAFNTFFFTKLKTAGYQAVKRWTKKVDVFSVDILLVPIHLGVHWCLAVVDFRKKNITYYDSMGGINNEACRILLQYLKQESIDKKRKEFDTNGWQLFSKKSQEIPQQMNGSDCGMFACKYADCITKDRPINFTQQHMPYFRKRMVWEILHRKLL
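Assay system: hSENP1 catalytic domain, recombinant. Amount: SENP1 enzyme, 20 pM final. Schedule: 50 min reaction, RT, dark. Technique: FRET, CFP and YFP emission. Control set: no-enzyme wells low, DMSO-plus-enzyme wells high control.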
An asterisk follows results filed as active. These rows are one share of the data; count on the stated rates, not on these rows.

The opening 14 records, to show the layout:
SMILES	SENP8 block	SENP1 inh
O=S(=O)(CCN1CCOCC1)c1ccccc1	13	2
Cc1ccc(CSCc2nc3ccccc3[nH]2)cc1	-15	1
O=C(CCCN1C(=O)c2cccc3cccc(c23)C1=O)OCC(=O)N1CCCCC1	-377	0
O=C(Nc1ccc2ccccc2c1)C(c1ccc(C(F)(F)F)cc1)n1c(=O)c(-c2cc3ccccc3[nH]2)nc2ccccc21 (configuration not stated)	-444	-17
CC(C)CN(C(=O)CN(C)C(=O)Cc1c(F)cccc1Cl)c1c(N)n(CC(C)C)c(=O)[nH]c1=O	12	0
Cc1ccc(F)c(S(=O)(=O)NC(=O)C2(C)CCN2C(=O)Cc2cc(F)ccc2F)c1 (configuration not stated)	3	1
Cc1cccc2c1c1ccc3c(c1n2C)C(=O)C=CC3=O	-296	22
CC1=C(C(=O)N(C(C)C)C(C)C)CC(CC(=O)NC2CCCC2)C(=O)N1CCC1=CCCCC1 (configuration not stated)	15	-1
COC(=O)c1sc(N)nc1CCNC(=O)OC(C)(C)C	8	2
O=S(=O)(c1ccc(NC(=S)NC23CC4CC(CC(C4)C2)C3)cc1)N1CCCCC1	17	0
COc1ccc(OC)c(NC(=O)COC(=O)c2ccc(S(=O)(=O)N3CCCCC3)cc2)c1	2	0
O=C(NC(c1ccc(Cl)cc1)c1cnccn1)C1CCN(Cc2ccc(Cl)cc2)CC1 (configuration not stated)	6	-2
O=C(NCc1ccco1)c1ccc2sc([C@@H]3O[C@H](CO)[C@@H](O)[C@H]3O)nc2c1	-26	-8
O=C(c1ccccc1)N(C(=O)c1ccccc1)N1CCCC1	12	-2

This part in full, repeating the preview:
SMILES	SENP8 block	SENP1 inh
O=S(=O)(CCN1CCOCC1)c1ccccc1	13	2
Cc1ccc(CSCc2nc3ccccc3[nH]2)cc1	-15	1
O=C(CCCN1C(=O)c2cccc3cccc(c23)C1=O)OCC(=O)N1CCCCC1	-377	0
O=C(Nc1ccc2ccccc2c1)C(c1ccc(C(F)(F)F)cc1)n1c(=O)c(-c2cc3ccccc3[nH]2)nc2ccccc21 (configuration not stated)	-444	-17
CC(C)CN(C(=O)CN(C)C(=O)Cc1c(F)cccc1Cl)c1c(N)n(CC(C)C)c(=O)[nH]c1=O	12	0
Cc1ccc(F)c(S(=O)(=O)NC(=O)C2(C)CCN2C(=O)Cc2cc(F)ccc2F)c1 (configuration not stated)	3	1
Cc1cccc2c1c1ccc3c(c1n2C)C(=O)C=CC3=O	-296	22
CC1=C(C(=O)N(C(C)C)C(C)C)CC(CC(=O)NC2CCCC2)C(=O)N1CCC1=CCCCC1 (configuration not stated)	15	-1
COC(=O)c1sc(N)nc1CCNC(=O)OC(C)(C)C	8	2
O=S(=O)(c1ccc(NC(=S)NC23CC4CC(CC(C4)C2)C3)cc1)N1CCCCC1	17	0
COc1ccc(OC)c(NC(=O)COC(=O)c2ccc(S(=O)(=O)N3CCCCC3)cc2)c1	2	0
O=C(NC(c1ccc(Cl)cc1)c1cnccn1)C1CCN(Cc2ccc(Cl)cc2)CC1 (configuration not stated)	6	-2
O=C(NCc1ccco1)c1ccc2sc([C@@H]3O[C@H](CO)[C@@H](O)[C@H]3O)nc2c1	-26	-8
O=C(c1ccccc1)N(C(=O)c1ccccc1)N1CCCC1	12	-2
COCCNc1ncnc2c1ncn2[C@H]1CN(CCc2ccccc2)C[C@@H](CO)O1	8	-1
COc1ccccc1-c1nnc(NC(=O)CCS(=O)(=O)c2ccc(F)cc2)o1	-10	1
COc1ccc(S(=O)(=O)NC(=O)C2(C)CCN2C(=O)c2ccccc2CCc2ccccc2)cc1 (configuration not stated)	19	2
O=C(CSc1nccn1Cc1ccc(F)cc1)NC1CCCCC1	2	2
CC1(c2nnnn2Cc2ccccc2)CCC(=O)N1CCOc1ccccc1 (configuration not stated)	20	4
Cc1nc(C(F)(F)F)ccc1C(=O)N1CCC1(C)C(=O)NS(=O)(=O)c1ccc(C#N)cc1 (configuration not stated)	17	-1
Cc1ccc(CNC(=S)Nc2ccc3c(c2)c(=O)n(C)n3Cc2cccc(C(F)(F)F)c2)cc1	-470	0
CN(Cc1ccccc1)C(=O)c1cccc(NC(=O)Cc2ccc(NC(=O)C3CCCN(C(=O)C4CCC4)C3)cc2)c1 (configuration not stated)	-4	2
NC(COCc1ccccc1)c1csc(Nc2nncc3ccccc23)n1 (configuration not stated)	-144	-55
CC1CN(Cc2ccccc2)C(=O)N(c2ccccc2)C1=O (configuration not stated)	-2	3
O=C(C1=NOC2(C1)C(=O)Nc1ccccc12)N1CCCCC1 (configuration not stated)	2	2
O=C(/C=C/c1ccccc1)CCN1CCCCC1	10	2
CCc1nc2ccc(C(=O)NCCCn3ccnc3)cn2c1N(C)Cc1ccc(Cl)cc1	-24	-9
CCc1ccc2c(c1)NC(=O)C2(C)Cc1cccc(F)c1 (configuration not stated)	12	-1
CCCCCNC(=O)C(c1ccccc1F)n1c(=O)c(-c2ccco2)nc2ccccc21 (configuration not stated)	-397	-45
CCN(CC1CCCN(CCc2cccc(F)c2)C1)C(=O)c1ccoc1C (configuration not stated)	14	-6
O=C(NCc1cccnc1)c1csc([C@@H]2C[C@H](O)[C@@H](CO)O2)n1	22	2
CN(Cc1ccccc1)C1CCN(Cc2ccccc2[N+](=O)[O-])CC1	12	2
COCCCn1cc(CN2CC(N3CCN(C)CC3)CS2(=O)=O)nn1 (configuration not stated)	9	-1
CCCCNC(=O)C1(C)CCN1Cc1cc(C)ccc1C (configuration not stated)	0	3
Clc1ccccc1-c1cc2nc(NCCCn3ccnc3)ccn2n1	-413	-8
CC(C)C[C@H]1CNC(=O)C(=O)N1CC1CCN(CCc2ccc(-c3ccccc3)cc2)CC1	10	2
CC1(C(=O)NCc2cccc(C(F)(F)F)c2)CCN1Cc1cc2ccccc2o1 (configuration not stated)	-3	-1
Cc1nc(-[n+]2nc(-c3ccncc3)nn2-c2ccccc2)sc1C	41*	-3
C[C@@H]1CN([C@H](C)CO)C(=O)CCCn2cc(nn2)CO[C@H]1CN(C)C(=O)Nc1cccc(C(F)(F)F)c1	5	0
CN1NC(=O)CC1c1ccccc1 (configuration not stated)	-4	1
c1ccc(CNc2nc(NCCOc3ccccc3)c3sccc3n2)cc1	-21	1
O=C(c1ccc(NC(=S)Nc2ccc(Cl)c(Cl)c2)cc1)N1CCCC1	8	0
O=C(O)c1ccc(NN=CC2=C(N3CCOCC3)/C(=C/c3ccccc3)CC2)cc1	-69	-31
Cc1noc(NS(=O)(=O)c2ccc(NC(=O)c3ccccc3NS(=O)(=O)c3ccc(F)c(F)c3)cc2)c1C	-186	-2
COC(=O)[C@]12CCCCC=C1N(Cc1ccc3c(c1)OCO3)C(=O)[C@H](CC(=O)N1CCCCC1)C2	12	0
COc1cc(C(=O)NC(=S)NCc2ccncc2)cc(OC)c1OC	14	3
CC(C)(C)S(=O)N1Cc2cc(C(=O)NCc3ccc(Oc4ccccc4)cc3)nc(-c3cccc(-c4cc5ccccc5o4)c3)c2[C@H]1CCO (some centres not stated)	-50	-19
CC1=C(C(=O)N(C)C)CC(CC(=O)NC2CCCCC2)C(=O)N1Cc1ccc(C(C)(C)C)cc1 (configuration not stated)	6	1
N#CC1C=Cc2c(ccc3ccccc23)N1C(=O)c1ccccc1 (configuration not stated)	-79	-33
CCCC(=O)N1CCCC(C(=O)c2cccc(OC(C)C)c2)C1 (configuration not stated)	15	-1
Cc1cc(C)c2cc(C#N)c(NCCNC(=O)c3ccccc3)nc2c1	-409	-140
CCCCNC(=O)c1[nH]c(=O)cnc1-c1ccccc1	8	4
O[C@@H]1C[C@H](c2ccc(Cl)cc2)N(CC2CCCCC2)C[C@H]1n1cc(C2CC2)nn1	2	-1
CCC12CC1(C(=O)OC)C(=O)N1CCc3c([nH]c4ccccc34)C12 (configuration not stated)	-8	-91
CC(=O)OC[C@@H]1CN(Cc2ccccc2)C[C@H](n2cnc3c(NCc4ccco4)ncnc32)O1	-11	-7
CC(C)C[C@H]1COc2cccc(N(C)CCO)c2S(=O)(=O)N1	5	-1
C[C@@H]1CCCCO[C@H](CN(C)C(=O)Nc2ccc(F)cc2)[C@@H](C)CN([C@H](C)CO)C(=O)c2cc(NC(=O)c3ccccc3)ccc2O1	16	-2
COc1cc(C(=O)N2CCN(S(=O)(=O)c3ccc(Cl)cc3)CC2)ccc1OCC(=O)N1CCOCC1	7	2
Cc1ccc(C(=O)NCCN2CCC(n3c(=O)[nH]c4ccccc43)CC2)cc1	19	3
O=c1[nH]c(=O)c2[nH]c(=S)[nH]c2[nH]1	-48	-24
Following part:
SMILES	SENP8 block	SENP1 inh
CC(C)Oc1cc(F)ccc1-c1cc(C(=O)NCCc2ccncc2)[nH]n1	7	1
COc1ncnc2c1ncn2CCCN[C@H](C)c1cccc2ccccc12	15	0
CCn1c(C)nc2cc(C(=O)N/N=C(\C)c3ccc(OC)cc3O)ccc21	-34	-32
CC(C)(C)n1nnnc1C(c1ccccc1)N1CCN(c2ccc(C(F)(F)F)cn2)CC1 (configuration not stated)	-12	3
CC(C)NC(=O)c1ccc(CONC(=O)OCc2ccccc2)cc1	13	-1
Cc1c(S(=O)(=O)c2ccccn2)c(N)n(Cc2cccc(Cl)c2)c1C	-39	-39
CN(C)C(=S)N=c1ssc(=S)n1Cc1cccnc1	8	1
CCNC(=O)C1(C)CCN(Cc2ccc(C#N)cc2)C1 (configuration not stated)	7	2
CCN(c1ccccc1)S(=O)(=O)c1cccc(C(=O)OCC(=O)c2c(N)n(C)c(=O)n(C)c2=O)c1	10	-2
O=[N+]([O-])c1ccc(-c2cn(-c3ccc(Cl)cc3)cn2)cc1	7	35
COc1ccc(NC(=O)/C(N=Nc2cccc(S(=O)(=O)Nc3ccc(SC(F)F)cc3)c2)=C(\C)O)cc1	38*	4
O=C(Nc1ccc(F)cc1)C(c1ccccc1OC(F)(F)F)N1CCN(C(=O)c2ccco2)CC1 (configuration not stated)	15	2
COc1ccc(Cn2cc(CN3CC(N4CCN(CCO)CC4)CS3(=O)=O)nn2)cc1 (configuration not stated)	20	0
Cc1cc(C(C)(C)C)cc(CN2CCN(S(=O)(=O)c3cccs3)CC2)c1O	18	3
Cc1cn([C@H]2C[C@H](O)[C@@H](CNCc3cnc(N4CCOCC4)s3)O2)c(=O)[nH]c1=O	4	-2
CN1CCC(N2CCN(C3CN(Cc4ccccc4)S(=O)(=O)C3)CC2)CC1 (configuration not stated)	12	2
O=C(NNC(=O)c1cccs1)c1ccccn1	11	5
N#Cc1ccc(OCC(=O)OCC(=O)N2CCc3ccccc32)cc1	26	5
O=C1NC(Cc2ccc(O)cc2)c2nc3cc(F)c(F)cc3c(=O)n2-c2ncccc21 (configuration not stated)	-12	0
CCOC(=O)[C@]12CCC=C1N(Cc1ccco1)C(=O)[C@H](CC(=O)N1CCCCC1)C2	1	-1
CCC(=O)N1CCC(C)(C(=O)Nc2ccc3c(c2)OCCO3)C1 (configuration not stated)	27	1
Cc1ccc(NC(=O)c2ncn(CCCN[C@H](C)c3cccc4ccccc34)n2)cc1C	10	-2
COc1ccc([C@H]2C[C@@H](O)[C@H](n3cc(COC(=O)c4ccccc4)nn3)CN2C(=O)c2cccs2)cc1	0	-1
CC(=O)Nc1cccc(-c2csc(C(C)(O)c3ccc(F)c(F)c3)n2)c1 (configuration not stated)	17	1
Cc1ccc(NC(=O)C2(C)CCCN2C)cc1C (configuration not stated)	14	0
Cc1ccc(CNCCCn2cnc(C(=O)Nc3ccc(C)c(C)c3)n2)o1	3	3
Cc1ccccc1Cn1c(=N)n(CC(=O)c2ccc([N+](=O)[O-])cc2)c2ccccc21	12	-20
O=c1cc(Cc2ccc([N+](=O)[O-])cc2)[nH]c(=O)[nH]1	14	1
COCC1CCN(Cc2c(C(=O)N3CCOCC3)nc3c(C)cccn23)C1 (configuration not stated)	-25	-7
COC(=O)c1ccc(-c2nc(CN3CCN(C(=O)c4ccco4)CC3)c(C)o2)cc1	-33	-21
C[C@@H]1CN([C@@H](C)CO)C(=O)CCCn2nncc2CO[C@H]1CN(C)Cc1cccc2c1OCCCO2	2	1
CCOC(=O)[C@]12Cc3c(cc(OC)c(OC)c3OC)[C@H]1N(CCC(=O)OC)C(=O)c1cc(OC)ccc12	-1	0
COc1cc(C2c3cc4c(cc3OC(C)(N3CCCC3)C2C)OCO4)cc(OC)c1OC (configuration not stated)	6	2
N#CCCN(Cc1ccccc1)C(C(=O)NC1CCCCC1)c1ccnc2ccccc12 (configuration not stated)	20	0
Cc1ccc2nc(-c3ccc(NS(=O)(=O)c4ccc(F)c(F)c4)cc3)sc2c1	-378	-26
COc1cc(C(=O)NC2CCN(C)CC2)ccc1Nc1ncc2c(n1)N(CCc1ccccc1)CCC(=O)N2C	-478	2
O=C(OCC(=O)c1ccc[nH]1)c1ccc(S(=O)(=O)C(F)F)cc1	9	1
Clc1ccc(-c2nc3ccc(Cl)cn3c2Cc2ccsc2)cc1	-13	0
O=C(NCc1ccncc1)C1Cc2c(-c3ccc4c(c3)OCO4)ccnc2O1 (configuration not stated)	-97	0
CCCCSc1nc2c([nH]1)c(=S)n(C)c(=O)n2C	-2	1
Cc1c(C(=O)c2ccc(F)cc2F)c2ccccn2c1CCc1ccccn1	36	-27
CCCCN1C(=O)C(CC(=O)NC2CCCCC2)CC(C(=O)N2CCOCC2)=C1C (configuration not stated)	15	2
CCC(c1nc2ccccc2[nH]1)n1c(=O)c(-c2ccco2)nc2ccccc21 (configuration not stated)	-440	-46
O=C(Cn1c2ccccc2c(=O)c2ccccc21)N/N=C/c1ccc(N2CCCC2)c([N+](=O)[O-])c1	-245	-108
O=c1[nH]c2cc3ccccc3cc2nc1-c1nnnn1Cc1ccccc1	1	41*
CN(C)c1ccc(CNc2nc3cc(-c4ccc(F)cc4)sc3c(=O)n2C)cc1	6	1
Cc1cc(C)c2c3c(c(-c4ccccc4)n2n1)c(=O)n(C)c(=O)n3C	22	7
